HDAC3 inh = human HDAC3 inhibition | O15379 | recombinant HDAC3, fluorogenic peptide/trypsin coupled, fluorescence | inhibition, % at 8.3 µM | 320,000 compounds, 0.15% hits | AID 2718; in the data active means inhibition above about 26%, passing the limit was not always enough; inconclusive means no clear call, values can overlap the other calls
Target sequence (O15379 whole entry, looked up): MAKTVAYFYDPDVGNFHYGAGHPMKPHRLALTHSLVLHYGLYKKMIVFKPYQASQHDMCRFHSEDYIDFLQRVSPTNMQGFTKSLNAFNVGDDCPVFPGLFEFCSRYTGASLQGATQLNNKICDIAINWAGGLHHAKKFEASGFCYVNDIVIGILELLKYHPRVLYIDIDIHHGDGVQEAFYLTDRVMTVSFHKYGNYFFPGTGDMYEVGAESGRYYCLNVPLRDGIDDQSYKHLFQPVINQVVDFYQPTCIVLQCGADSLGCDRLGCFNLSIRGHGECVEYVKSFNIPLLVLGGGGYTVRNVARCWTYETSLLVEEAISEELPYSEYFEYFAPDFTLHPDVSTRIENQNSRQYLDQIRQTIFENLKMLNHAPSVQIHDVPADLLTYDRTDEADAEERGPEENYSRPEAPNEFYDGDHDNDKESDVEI
HIF act = HIF pathway transcriptional activation; U2OS HRE-luciferase reporter, luminescence; normalized: DMSO 0%, desferrioxamine 100%; activation, % at 7.5 µM (by protocol); 300,000 compounds, 0.32% hits;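 active means mean activation of at least 10% of the iron chelator positive control signal, with at least half of replicates also reaching 10%; inconclusive means mean and replicate majority disagree about reaching 10%; inactive means mean and most replicates under 10%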
Platelet DG rel = modulates dense granule release in human platelets | 300,000 compounds, 0.22% hits | inhibition, %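 (compounds screened at 7.5 µM in platelet-rich plasma)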 | human platelet-rich plasma, SFLLRN dense granule ATP release, luminescence;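 active means mean replicate score, as percent of positive control, at or above 50; inconclusive means mean below 50 but at least one replicate at or above 50; inactive means mean and every replicate below 50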
KLF5 inh = inhibitors of KLF5 expression; DLD-1 KLF5 promoter-luciferase reporter, luminescence; inhibition, % at 5 µM; 290,000 compounds, 0.23% hits;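 active means inhibition above a per-plate limit of that plate's mean compound inhibition plus 3 SD, cut at about 60% in these data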;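 further: 0% = DMSO wells and 100% = LY294002 at 200 µM; higher means less KLF5 promoter-driven luciferase light; inactives centre near -14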
IEC-6 tox = IEC-6 cytotoxicity, counter-screen for KLF5 inhibitors | luminescence viability | 290,000 compounds, 0.78% hits | inhibition, % at 5 µM; in the data active means inhibition above about 22%;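 further: 0% = plate median of test compound wells and 100% = cytotoxic reference compound wells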
HSP90 inh = blocks HSP90-mediated luciferase refolding in reticulocyte lysate. Rabbit reticulocyte lysate, luciferase refolding luminescence, 3 h. inhibition, % at 5.6 µM. 290,000 compounds, 0.91% hits. AID 1789;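 active means inhibition above the screen-wide mean plus 3 SD, computed separately per campaign, cut at about 16% in these data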;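 further: 0% = DMSO wells and 100% = 60 µM geldanamycin wells; inhibitors lower the luminescence because luciferase stays unfolded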
HSF1 inhib = HSF1 inhibition; NIH3T3-HGL HSE-luciferase, MG132-induced, luminescence 8 h; hits give low values; activity change, negative = inhibition, % at 7.5 µM (by protocol); AID 2098; 300,000 compounds, 0.77% hits;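 active means more than half of replicate wells show activity change below -50%, luminescence cut by over half; inconclusive means some wells, but at most half, below -50%; inactive means no replicate well below -50%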;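 further: luciferase reports HSF-1 transcriptional activity via heat shock element; 0% = median of DMSO wells and -100% = zero luminescence signal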
HSF1 activator = increases HSF-1 driven luciferase reporter signal; NIH3T3-HGL HSF-1 luciferase reporter, MG132, 8 h; 100% = twice DMSO control signal; activation, % at 9 µM; 300,000 compounds, 1.7% hits; AID 504408;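 active means mean replicate activation of at least 50% with a set share of replicates each reaching 50%; inconclusive means only one of those two conditions met; inactive means mean below 50% and too few replicates reaching it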;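 further: 0% = median of the neutral control wells and 100% = twice that signal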
AI-2 QS mod = Vibrio harveyi AI-2 quorum sensing modulation | AID 2094 | activity change, % at 7.5 µM | 300,000 compounds, 0.4% hits | Vibrio harveyi JMH597 AI-2 luminescence/OD600 ratio, 9 h; hits give low values; strain lacks LuxN and CqsS sensors; 0 = neutral-control median; in the data active means activity change below about -75%, passing the limit was not always enough; inconclusive means no clear call, values can overlap the other calls;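 further: luminescence divided by OD600 gain over 9 h not by final OD600 alone; inactives centre near 13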
aSyn 5UTR inh = MLPCN primary screen, SNCA 5' untranslated region; inhibition, % (tested at 7.5 µM); 300,000 compounds, 0.82% hits; alpha-synuclein 5'UTR reporter, inhibitor activity; AID 1813; in the data active means inhibition above about 60%; inconclusive means no clear call, values can overlap the other calls;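 further: H4 neuroglioblastoma cells stably carrying SNCA 5'UTR luciferase fusion; 0% = DMSO wells and 100% = positive control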
Numbers without * were called inactive; ? = inconclusive; . = no result given; & = joins results of further samples.

SMILES	HDAC3 inh	HIF act	Platelet DG rel	KLF5 inh	IEC-6 tox	HSP90 inh	HSF1 inhib	HSF1 activator	AI-2 QS mod	aSyn 5UTR inh
O=C(NCc1ccccn1)C1CCC(CNS(=O)(=O)c2cccc3nsnc23)CC1 (stereo not drawn)	1	-0.5	-3	-24	6	-3	-1	-1	17	0
Cc1ccc(NNC(=O)c2snnc2C)cc1Cl	-7	0.1	-2	0	-7	-1	24	13	24	-11
CCN(CC)C(=O)Cn1cc(S(=O)(=O)CC(=O)N2CCOCC2)c2ccccc21	-2	0.3	-8	-16	-1	-7	-3	-8	10	35
Cc1[nH]c2ccccc2c1SCCNC(=O)c1ccc(S(=O)(=O)N2CCCC2)cc1	.	0.1	4	-13	-8	3	-9	-19	37	-6
COc1cccc(NC(=O)c2ncc(Cl)c(Cl)c2Cl)c1	-2	3.5	5	-1	6	3	7	-12	18	-224
Cc1cc(C)n(C(=O)Cn2nc(C(F)F)cc2C)n1	5	-0.5	3	-16	1	0	-3	17	34	19
COc1cc(O)c(C(CC(=O)N2CCOCC2)c2cc(OC)c(OC)c(OC)c2)c(OC)c1 (stereo not drawn)	.	-0.3	-1	.	.	.	3	-5	1	17
CCN1CCN(c2nnc(-c3ccc(C)cc3)c3ccccc23)CC1	0	0.6	-2	-11	-2	-3	-3	-16	19	14
Cc1onc(-c2ccccc2Cl)c1C(=O)Nc1nnc(-c2ccc(Br)cc2)s1	-69	0.1	-12	-14	3	2	-4	-3	17	-20
Cc1cc(=O)n2[nH]c(-c3ccc(C(C)(C)C)cc3)cc2n1	-14	0.6	-7	-22&-109	13&10	0&3	-9	19	1	-35
NC(=O)CSc1cn(Cc2ccccc2)c2ccccc12	-4	0.2	-1	-17	3	-2	2	9	7	-1
CC1CCC(C(C)C)C(=O)/C1=C/c1ccc(N)cc1 (stereo not drawn)	.	2.7	3	-104	5	-5	4	34	9	-173
Cc1cc(NC(=O)/C=C/c2cccc(F)c2)n(-c2nc3ccccc3[nH]2)n1	0	0.5	11	-24	8	-2	7	49	31	-58
O=C(OCc1cccc([N+](=O)[O-])c1)c1cc2ccccc2oc1=O	2	0.8	10	-17	-8	0	-2	13	10	-10
Brc1ccc(-c2n(-c3ccccn3)c3ccccc3[n+]2-c2ccccn2)cc1	7	0.2	2	-48	19	1	3	3	-9	-7
COc1ccc(N2CCN(C(=O)CN(Cc3ccc(Cl)cc3)S(C)(=O)=O)CC2)cc1	-1	0.1	-6	-73	3	-1	0	20	-6	-43
COc1ccc(S(=O)(=O)N[C@@H](Cc2ccc(Cl)cc2)C(=O)N2CC[C@@]3(O)CCCC[C@H]3C2)cc1	-1	-0.2	18	-3	6	-1	8	11	20	-7
O=C(c1ccncc1)N1CCN(S(=O)(=O)c2ccc3ccccc3c2)CC1	-4	1.0	-4	-17	-1	0	-3	4	33	6
COc1ccc2cc(C3C(C#N)=C(N)OC(C)=C3C(C)=O)c(Cl)nc2c1 (stereo not drawn)	-6	0.1	-5	-19	4	1	1	-8	14	24
COc1ccc(C(=O)CSc2nnc(C(CO)NC(=O)c3ccc(OC)cc3)n2C)cc1 (stereo not drawn)	2	-0.1	-1	-17	3	1	5	8	10	-3
Cc1ccc(NC(=O)C(C)[n+]2ccccc2)cc1[N+](=O)[O-] (stereo not drawn)	-1	0.0	7	5	5	-2	-4	7	4	10
O=C(c1ccco1)N1CCN(C(c2ccc(F)cc2)c2nnnn2CC2CCCO2)CC1 (stereo not drawn)	6	0.2	2	-5	2	-1	-6	-13	5	5
Cn1nc(C(=O)Nc2cccc(Cl)c2)cc1C(=O)Nc1cccc(Cl)c1	-28	0.3	-7	-4	1	-2	4	4	13	-11
O=S(=O)(NCCc1cn2ccccc2n1)c1ccc(-c2ccccc2)cc1	-3	0.1	-9	1	2	1	11	35	10	-11
CCCN1CCC(NC(=O)Nc2ccccc2C(=O)OC)CC1	-9	-0.2	-8	-25	-7	1	-11	3	5	28
c1ccc2c(c1)ccc1nnc(-c3ccc4c(c3)OCO4)n12	-12	0.3	-2	-13	6	0	-15	-8	26	0
O=C(COC(=O)c1ccccc1)Nc1ccccc1Sc1ccccc1	7	-0.3	1	1	-6	3	6	-9	-2	23
O=C(CN1CCCc2ccccc21)N1CCc2ccccc21	1	0.0	2	-6	-2	-1	2	25	-5	8
O=C(NC1CCCCC1)c1ccc(S(=O)(=O)N2CCOCC2)cc1	2	-0.2	-1	-2	2	-2	-4	-1	12	28
CC(=O)N1CCOCCOCCOCC1	-1	0.1	10	1	0	-1	-5	-4	19	1
C=CCn1cc(C(=O)NCc2ccc(Cl)cc2)c(=O)c2cc(S(=O)(=O)N(CC)CC)ccc21	.	-0.9	1	-14	2	0	10	13	17	21
Cc1ccc(-c2nn(-c3ccccc3)cc2/C=N/O)cc1	8	-1.3	-1	-4	-4	-2	-6	-2	10	-2
CCOC(=O)c1sc(NC(=O)c2cc(-c3ccccc3)nc3ccccc23)c(C#N)c1C	4	0.3	-1	-40	-3	1	-5	-28	-4	35
CCCCn1c(N)c(N(CC(C)C)C(=O)c2ccc(OCC3CCCO3)cc2)c(=O)[nH]c1=O (stereo not drawn)	4	-1.0	11	.	.	.	-2	-2	15	9
COc1ccc2[nH]c3c(=O)n(CCCCC(=O)N4CCC(C(N)=O)CC4)c(=S)[nH]c3c2c1	2	-0.1	6	9	-2	-2	-12	-4	24	-14
CS(=O)(=O)c1ccccc1C(=O)Nc1ccc2sccc2c1	?	0.0	8	-18	-9	-5	-3	-7	21	3
CCCNC(=O)COC(=O)CCC(=O)c1ccc(F)cc1	0	3.3	1	-15	4	4	1	-10	11	-6
CCOC(=O)C1CCN(C(=O)COC(=O)COc2ccc(Cl)cc2)CC1	10	-0.9	-9	-28	1	0	-8	8	24	-10
O=C(CSc1cccc[n+]1[O-])Nc1cc([N+](=O)[O-])ccc1Cl	-1	-0.1	0	-7	-5	1	4	9	17	25
COC(=O)/C=C1\S/C(=N/N=C/c2ccco2)NC1=O	3	0.0	-2	1	-10	3	-1	3	9	-14
O=C(Nc1cccc(F)c1)c1cc(S(=O)(=O)NCCC2=CCCCC2)ccc1F	?	2.0	-1	-12	-3	-1	1	5	33	21
CC(C)N(Cc1ccc(F)cc1)C(=O)c1cc2ccccc2oc1=O	1	3.8	5	-61	6	-1	-9	-30	20	-60
COc1ccc(-c2ccc(CCC(=O)O)n2C(C)C)cc1	-21	3.0	7	-1	-4	-2	14	18	0	-2
N=c1c(S(=O)(=O)c2ccc(Br)cc2)cc2c(=O)n3ccccc3nc2n1C1CCCC1	-1	-1.1	-3	-7	0	4	24	55*	16	?
Cn1ncc(Cl)c1C(=O)N1CCN(c2ccc(Cl)c(Cl)c2)CC1	-2	-0.3	-1	-56	-2	-2	-2	-9	-1	-3
COc1ccc(C(=O)Nc2ccc(N3CCN(C(=O)C(C)C)CC3)cc2)cc1[N+](=O)[O-]	7	0.0	1	-9	0	1	-3	-4	20	33
O=C(Oc1cccc(NC(=O)c2ccco2)c1)c1cccc(S(=O)(=O)N2CCCCC2)c1	-4	0.5	-2	-62	2	0	1	2	21	-27
O=C(COC(=O)C1CCN(S(=O)(=O)c2cccs2)CC1)Nc1ccccc1Br	-8	-0.1	7	5	0	1	-3	-10	-3	16
COC(=O)C(C)N(C#N)c1nc(NC(C)C)nc(SC)n1 (stereo not drawn)	2	-0.1	1	3	-9	4	-9	16	16	-24
Cn1c(N)c(C(=O)COC(=O)[C@H](Cc2ccccc2)N2C(=O)c3ccccc3C2=O)c(=O)n(C)c1=O	5	0.1	-14	-8	2	-5	6	6	22	-14
Next part
SMILES	HDAC3 inh	HIF act	Platelet DG rel	KLF5 inh	IEC-6 tox	HSP90 inh	HSF1 inhib	HSF1 activator	AI-2 QS mod	aSyn 5UTR inh
COc1ccc(OC)c(N2C(=O)CC(C(C)c3ccccc3)C2=O)c1 (stereo not drawn)	3	0.0	10	-23	-2	0	1	0	-1	13
c1ccc(C2C/C(=N\N3CCOCC3)c3ccccc3O2)cc1 (stereo not drawn)	-2	-0.1	5	-26	7	1	-1	6	33	-2
O=C(CSc1nnc(-c2ccccn2)n1Cc1ccccc1)Nc1ccc2c(c1)OCO2	-1	0.0	17	3	1	3	6	-16	13	16
Cc1cc(C)nc(SCC(=O)c2ccc(F)cc2)n1	-1	-1.0	18	-35	-2	2	-4	7	.	-9
COc1ccc(/C=C2\N=C(C)OC2=O)cc1OC	15	1.0	-1	-9	4	5	0	5	0	-13
O=C(Nc1ccc(S(=O)(=O)N2CCCC2)cc1)N1c2ccccc2Sc2ccccc21	-1	.	-4	-4	-5	1	-2	-5	32	49
Cc1cc(C)c2c(CN3CCN(C/C=C/c4ccccc4)CC3)cc(=O)oc2c1	6	0.1	-6	-22	1	7	2	12	6	15
CC(=O)OC(Cn1ccnc1)c1ccccc1 (stereo not drawn)	-3	-0.6	11	-1	1	0	-6	-10	-3	10
Cc1nnc(SCc2nnc(-c3cccs3)o2)n1C	-3	0.0	-1	-21	-4	-7	2	1	-1	3
COCC(=O)Nc1ccc(S(=O)(=O)N2CCCC2)cc1	.	-0.2	3	-31	4	4	-3	23	-7	8

Part of the list above with just HIF act, AI-2 QS mod and HDAC3 inh.
structure | HIF act | AI-2 QS mod | HDAC3 inh
O=C(Nc1ccc(S(=O)(=O)N2CCCC2)cc1)N1c2ccccc2Sc2ccccc21 | . | 32 | -1
COCC(=O)Nc1ccc(S(=O)(=O)N2CCCC2)cc1 | -0.2 | -7 | .
c1ccc(C2C/C(=N\N3CCOCC3)c3ccccc3O2)cc1 (stereo not drawn) | -0.1 | 33 | -2

Later entries
SMILES	HDAC3 inh	HIF act	Platelet DG rel	KLF5 inh	IEC-6 tox	HSP90 inh	HSF1 inhib	HSF1 activator	AI-2 QS mod	aSyn 5UTR inh
Cc1sc2nc(CSc3ncn[nH]3)[nH]c(=O)c2c1C	4	-0.3	6	-13	2	-2	-3	5	7	-3
Cc1ncc(CN2CCC(C(=O)Nc3ccc(Oc4cccnc4)cc3)CC2)cn1	4	1.8	16	-23	-7	-2	-9	-24	17	11
CC1CCCCC1NC(=O)Cn1nnc2ccccc2c1=O (stereo not drawn)	5	-0.5	-3	-14	-4	-3	-8	-23	-5	?
Cc1cc(C)n(-c2ccc(C(=O)OCC(=O)NC(c3ccccc3)c3ccccc3)cc2)n1	8	-0.4	0	-5	0	3	-3	-9	30	5
CCS(=O)(=O)C1=NN2C(=N)/C(=C\c3ccc(OS(=O)(=O)c4ccccc4)cc3)C(=O)N=C2S1	3	0.6	-8	-30	-10	1	1	10	25	-32
Cc1ccc(-c2nnc(SCC(=O)CC(=O)Nc3ccccc3)n2-c2ccccc2)cc1	20	-0.4	-6	-7	-2	-1	2	2	20	21
O=C(CSc1nnc(-c2ccco2)n1Cc1ccccc1)c1ccc(F)cc1	11	1.3	8	-10	4	5	24	20	19	-29
CCOC(=O)C1CCN(C(=O)c2cc3cc(C)ccc3[nH]2)CC1	5	0.9	1	-103	3	0	15	10	15	-59
CCCn1c(=O)n(C)c(=O)c2c(SCC(=O)NCC(c3ccccc3)N(C)C)nc(CC(C)C)nc21 (stereo not drawn)	3	0.6	-3	-31	-6	3	3	13	56	-42
